Assay outcomes deposited in PubChem by National Center for Advancing Translational Sciences (NCATS).
Pol eta inh = DNA polymerase eta (human) inhibition; recombinant Pol eta, fluorescent DNA replication assay; Potency, µM (titrated, usually from 114 µM), inactives show at the top dose activity change, negative = inhibition, hits mostly inhibitors; hit rate 1.2% among 390,000; AID 588591; also: potency is read from the fitted curve at half-maximal effect; % is scaled to controls: 0 for no effect and ±100 for the full control effect
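Pol eta (10 nM) was preincubated with compounds for 15 min at room temperature, after which fluorescent replication substrate (50 nM final) was added to start the reaction. Fluorescence was read kinetically at 0 and 10 min.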
Tb PGK inh = inhibitors of T. brucei phosphoglycerate kinase | hit rate 0.043% among 380,000 | Potency, µM (top dose mostly 57.5 µM), for the others: top-dose activity change, negative = inhibition, usual class: inhibitors | P07378 | PGK/GAPDH coupled, Kinase-Glo luminescence, 60 min; also: potency is read from the fitted curve at half-maximal effect; % is scaled to controls: 0 for no effect and ±100 for the full control effect; nearly all actives have a fitted effect of over 60% in size
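Recombinant glycosomal PGK reaction used 1,3-bisphosphoglycerate generated in-well by GAPDH (100nM final) in 100mM TEA pH 7.6, 5mM MgCl2, 0.01% Tween-20. After 60 minutes at room temperature, ATP was read by Kinase-Glo Plus luminescence end-point.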
Pol kappa inh = inhibitors of human DNA polymerase kappa. AID 588579. purified Pol kappa, fluorescent DNA synthesis assay, 10 min. Potency, µM (highest dose often 107 µM), without a hit: at the top dose activity, negative = inhibition, most hits filed as inhibitors. Q9UBT6. hit rate 0.53% among 400,000; also: potency is read from the fitted curve at half-maximal effect; % is scaled to controls: 0 for no effect and ±100 for the full control effect
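Here, compound and 10 nM enzyme are combined for 15 min at room temperature; adding 50 nM substrate (final) starts DNA synthesis, tracked by fluorescence at 0 and 10 min against buffer-only wells.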
POLI inh = blocks human DNA polymerase iota activity; Q9UNA4; Pol iota fluorescent replication assay, 10 min; Potency, µM (series often up to 115 µM), without a hit: at the highest dose activity, negative = inhibition, usual class: inhibitors; hit rate 1% among 390,000; also: potency is read from the fitted curve at half-maximal effect
Target sequence (Q9UNA4 whole entry, looked up): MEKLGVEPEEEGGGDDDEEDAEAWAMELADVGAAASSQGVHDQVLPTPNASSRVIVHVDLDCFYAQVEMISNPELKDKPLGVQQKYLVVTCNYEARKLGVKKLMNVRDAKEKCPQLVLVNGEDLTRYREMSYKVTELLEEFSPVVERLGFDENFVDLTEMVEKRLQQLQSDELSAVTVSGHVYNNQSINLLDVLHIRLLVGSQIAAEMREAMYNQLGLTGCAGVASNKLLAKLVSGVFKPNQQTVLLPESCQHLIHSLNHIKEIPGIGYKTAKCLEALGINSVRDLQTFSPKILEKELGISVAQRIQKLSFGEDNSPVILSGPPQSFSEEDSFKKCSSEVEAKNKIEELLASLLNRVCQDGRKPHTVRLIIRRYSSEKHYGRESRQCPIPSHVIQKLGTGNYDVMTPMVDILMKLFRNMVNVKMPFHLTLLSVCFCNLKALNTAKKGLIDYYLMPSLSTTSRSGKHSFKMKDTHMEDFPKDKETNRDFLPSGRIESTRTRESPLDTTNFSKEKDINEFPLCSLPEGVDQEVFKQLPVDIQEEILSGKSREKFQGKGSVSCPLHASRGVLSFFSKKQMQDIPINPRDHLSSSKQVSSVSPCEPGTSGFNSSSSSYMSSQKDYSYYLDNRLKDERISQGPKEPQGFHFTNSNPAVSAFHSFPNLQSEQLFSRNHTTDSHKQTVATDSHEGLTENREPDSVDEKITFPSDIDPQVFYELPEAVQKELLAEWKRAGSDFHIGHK
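Fluorescent replication assay read twice, at 0 min and 10 min after adding 50 nM (final) substrate. Enzyme (10 nM) and compounds were first incubated 15 min at room temperature; enzyme-free buffer wells were negative controls.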
RXFP1 antag = blocks the human relaxin receptor RXFP1. activity change, negative = inhibition, % at 57.5 µM. Q9HBX9. HEK293-RXFP1, relaxin-stimulated cAMP HTRF, 30 min; active compounds read low. hit rate 0.59% among 350,000;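 active = activity change of -60% or lower, but not beyond a set lower limit; inconclusive = change between -60% and -40%, or beyond the set limit; inactive = change above -40%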; also: % is scaled to controls: 0 for no effect and ±100 for the full control effect
POLB inh = blocks human DNA polymerase beta activity | Pol beta primer extension/strand displacement, fluorescence kinetic | Potency, µM (titrated, usually from 114 µM), inactives show at the highest dose activity change, negative = inhibition, actives largely listed as inhibitors | hit rate 1.3% among 340,000 | AID 485314; also: potency is read from the fitted curve at half-maximal effect; % is scaled to controls: 0 for no effect and ±100 for the full control effect
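Pol beta (10 nM) was preincubated with compound for 15 min at room temperature. The reaction was then started with 50 nM substrate and read immediately and after a further 10 min at room temperature.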
Anesthetic bind = candidate novel general anesthetic via apoferritin binding; apoferritin/1-aminoanthracene competitive binding, fluorescence; Potency, µM (titrated, usually from 77.5 µM), for the others: at the highest dose activity change, negative = displacement, most hits filed as inhibitors; hit rate 0.074% among 350,000; AID 485281; also: potency is read from the fitted curve at half-maximal effect; % is scaled to controls: 0 for no effect and ±100 for the full control effect; nearly all actives have a fitted effect of over 20% in size
Target sequence (P02791 2-175 limits assumed): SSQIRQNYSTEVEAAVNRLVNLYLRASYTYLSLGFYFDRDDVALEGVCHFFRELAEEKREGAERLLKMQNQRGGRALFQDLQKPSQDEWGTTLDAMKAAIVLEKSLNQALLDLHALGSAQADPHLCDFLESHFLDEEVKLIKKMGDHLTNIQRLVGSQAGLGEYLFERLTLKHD
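Concentration-response curves derived by four-parameter Hill fitting of normalized fluorescence, where compounds displaced 1-AMA from 10 uM horse apoferritin following a brief 10 min room-temperature incubation; propofol titration acted as positive control.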
APEX1 inh = inhibitors of human APE1 endonuclease | P27695 | recombinant APE1, TAMRA/BHQ-2 abasic DNA cleavage fluorescence | Potency, µM (doses to about 65.8 µM), for the others: at the highest dose activity change, negative = inhibition, usual class: inhibitors | hit rate 0.35% among 350,000 | AID 2517;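 also: potency is read from the fitted curve at half-maximal effect; plate controls were vehicle for no effect and reference inhibitor for full effect; nearly all actives have a fitted effect of over 55% in size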
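Compound pre-exposure to 0.75 nM APE1, 15 min at ambient temperature. Reaction initiated with 50 nM TAMRA/BHQ-2 THF substrate, read immediately in kinetic mode, 525 nm excitation, 598 nm emission.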
BLM inh = blocks DNA unwinding by human BLM helicase; recombinant BLM DNA unwinding, fluorescence dequenching; Potency, µM (titrated, usually from 56.1 µM), for the others: at the top dose activity change, negative = inhibition, actives largely listed as inhibitors; hit rate 0.2% among 350,000; AID 2528;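 also: potency is read from the fitted curve at half-maximal effect; plate controls were vehicle for no effect and no enzyme for full effect; nearly all actives have a fitted effect of over 35% in size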
* = called active by the depositor; i = inactive; ? = inconclusive; / = no result given; & = joins results of further samples; [ ] = dose if it differs, or a comment. Unless noted, calls follow the shape of the dose curve; as a rule, active = well fitted curve in the direction sought with a large enough effect; inconclusive = small, poorly fitted or top-dose-only effect, or another doubt; inactive = no such curve, though single readings can be large; an effect the other way counts as inactive or inconclusive.

SMILES	Pol eta inh	Tb PGK inh	Pol kappa inh	POLI inh	RXFP1 antag	POLB inh	Anesthetic bind	APEX1 inh	BLM inh
CC1(C)CC[C@]2(C(=O)O[C@@H]3OC(CO)[C@@H](O)[C@H](O)[C@H]3O)CC[C@]3(C)C(=CCC4[C@@]5(C)CC[C@H](O[C@@H]6OC(C(=O)O)[C@@H](O)[C@H](O)[C@H]6O)C(C)(C)C5CC[C@]43C)[C@@H]2C1 (stereo partly drawn)	?	-5%	-28%	-25%	/	/	/	2%	/
Cc1nc(COC(=O)c2c(C)nn(-c3ccccc3)c2C)cs1	?	0%	6%	8%	-7	2%	-21%	-3%	1%
CCCCOc1ccc(C(=O)NCC(=O)NC2CCN(Cc3ccccc3)CC2)cc1	-4%	0%	-5%	32%[activator]	-2	-1%	-17%	19%	-1%
CCC(C)(C)NC(=O)C(c1ccc(OC)cc1)N(C(=O)CCC(=O)Nc1cc(C)on1)C1CC1 (stereo not drawn)	-1%	9%	-7%	14%	4	22%	-1%	-9%	0%
COc1ccc(NC(=O)c2sc3nc(C)nc(N4CCOCC4)c3c2C)c(OC)c1	3%	1%	-14%	38%[activator]	-9	31%	10%	4%	-13%
CCOC(=O)c1nnsc1NC(C)=O	1%	-5%	2%	2%	-6	-1%	1%	-3%	-6%
CCOC(=O)CC(=O)CSc1ncnc2c1oc1ccccc12	-17%	-1%	-3%	-5%	25	-24%	?	-2%	0%
CC(C)(C)OC(=O)N[C@@H](COCc1ccccc1)C(=O)N[C@@H](CO)[C@H](O)[C@@H]1C[C@@H]1C(=O)NC1CC1	-9%	2%	-7%	8%	/	29%	-2%	18%	0%
CCOc1ccc(C(=O)Nc2cccc(-c3nc4ccccc4[nH]3)c2C)cc1[N+](=O)[O-]	-7%	-6%	-19%	-1%	9	-1%	-2%	1%	3%
Cc1onc(-c2c(F)cccc2Cl)c1C(=O)NCCCN1CCOCC1	-1%	-11%	-9%	-8%	1	-11%	-2%	-1%	-2%
O=C(COC(=O)CCc1ccccc1)Nc1ncc(Cl)cc1Cl	-9%	-2%	-20%	6%	2	27%	?	-4%	-4%
CN(C)CCNc1ncnc2c1sc1nc(N3CCCC3)c3c(c12)CC(C)(C)OC3	?	8%	-16%	36%[activator]	?	-6%	3%	-3%	-2%
Nc1c2c(nc3ccccc13)CCC2	0%	-2%	0%	9%	-21	16%	-4%	-4%	-10%
CCOc1ccc(C(=O)NCC(=O)OCCN2C(=O)c3ccccc3C2=O)cc1OCC	-17%	-6%	0%	44%[activator]	11	/	/	3%	/
CCc1c(C)sc(NC(=O)Cc2ccccc2C)c1C(=O)N1CCOCC1	-12%	-6%	-12%	-22%	-8	0%	-2%	18%	-4%
COCCN(C(=O)COC(=O)c1ccc2c(c1)OCCO2)c1c(N)n(Cc2ccccc2)c(=O)[nH]c1=O	1%	-7%	7%	-17%	-7	/	/	8%	/
CCCCN(C)C(=O)C(Cc1ccccc1)NS(=O)(=O)c1ccc2c(c1)c(=O)n(C)c(=O)n2C (stereo not drawn)	-16%&-18%	-1%&-5%	-16%&8%	-28%&25%	/	1%&17%	19%&-6%	-4%	-3%&2%
COc1cccc(N(C(=O)Cn2nnc(-c3ccc(Cl)cc3)n2)C(C(=O)NCC2CCCO2)c2ccc(C)cc2)c1 (stereo not drawn)	-3%	-2%	-14%	-7%	0	19%	-5%	1%	0%
CCn1cc(C(=O)N2CCCC2)c(=O)c2cc(S(=O)(=O)N3CCOCC3)ccc21	-1%	-6%	1%	14%	13	-1%	-11%	-1%	1%
COc1cc2c(=O)n(Cc3ccccc3)c(=O)n(CC(=O)NCc3ccco3)c2cc1OC	-5%	1%	-19%	4%	-10	-12%	-2%	-4%	-2%
CC1(C2CCCC2)NC(=O)NC1=O (stereo not drawn)	-11%	-7%	-8%	-5%	5	/	/	/	/
COc1ccc(S(=O)(=O)Nc2c(O)ccc3ccccc23)cc1OC	-18%	-3%	-3%	175%[activator]	-8	/	/	/	/
CC(Nc1ccccc1CO)C(=O)Nc1cccc(Cl)c1Cl (stereo not drawn)	-16%	i	-3%	113%[activator]	-7	2%	-2%	0%	-8%
CC(=O)Nc1cccc(-c2nnc3n2CC(C)S3)c1 (stereo not drawn)	-6%	/	-4%	2%	0	0%	-1%	-2%	0%
O=C(CC(c1ccccc1)c1ccccc1)Nc1ncn[nH]1	-13%	0%	-16%	7%	0	-15%	-16%	-1%	-1%

Entries of single compounds, quoted from the list. Screens in order: Pol eta inh, Tb PGK inh, Pol kappa inh, POLI inh, RXFP1 antag, POLB inh, Anesthetic bind, APEX1 inh, BLM inh
Shown for `O=C(COC(=O)CCc1ccccc1)Nc1ncc(Cl)cc1Cl` : -9%, -2%, -20%, 6%, 2, 27%, ?, -4%, -4%
Shown for `COCCN(C(=O)COC(=O)c1ccc2c(c1)OCCO2)c1c(N)n(Cc2ccccc2)c(=O)[nH]c1=O` : 1%, -7%, 7%, -17%, -7, /, /, 8%, /

The listing continues:
SMILES	Pol eta inh	Tb PGK inh	Pol kappa inh	POLI inh	RXFP1 antag	POLB inh	Anesthetic bind	APEX1 inh	BLM inh
OC(c1cccc(OCc2ccccc2)c1)c1nnc(-c2ccccc2)o1 (stereo not drawn)	?	-7%	-5%	-7%	-9	7%	?	8%	-9%
CCCCCCCCS(=O)C1CS(=O)(=O)CC1O (stereo not drawn)	-14%	1%	7%	-4%	6	-7%	-14%	-5%	-11%
COc1ccc(OC)c(NC(=O)C2C3C=CC(C3)C2C(=O)NCc2cccnc2)c1 (stereo not drawn)	7%	6%	-7%	62%[activator]	-11	91%	-8%	0%	0%
S=C(NCc1ccccc1)Nc1ccc(Oc2ccccc2)cc1	-10%	-2%	-14%	-8%	-2	?	6%	-2%	-4%
COc1ccc(C(=O)C2CCCN(C(=O)Cn3nc(C)cc3C)C2)cc1F (stereo not drawn)	39%[activator]	-3%	1%	-1%	1	-6%	-2%	-2%	-2%
CC(C)c1ccccc1-n1c(SCC(=O)N2CCc3ccccc3C2)nc2ccccc2c1=O	-4%	9%	-7%[60.1 µM]	86%[activator]	-15	4%	-13%	0%	-1%
CC(C)COC(=S)Nc1ccccc1	-17%	-8%	-5%	-16%	-5	0%	?	-1%	-4%
Cc1ccc(C(=O)COC(=O)CN2C(=O)C3C4C=CC(C4)C3C2=O)cc1C (stereo not drawn)	4%	-5%	5%	-10%	0	3%	?	8%	-1%
COC(=O)C(Cc1ccccc1)NC(=O)c1cc(S(=O)(=O)N(C)C)ccc1Cl (stereo not drawn)	-7%	-4%	-9%	124%[activator]	-10	20%	-5%	4%	1%
Cc1cccc(CCN=c2c([N+](=O)[O-])nn(-c3ccccc3)n2O)c1	4%	6%	-23%	-5%	3	-11%	?	-5%	-5%
CC1CCCC(NC(=O)CN(C)S(=O)(=O)c2cnc[nH]2)C1C (stereo not drawn)	-13%	-10%	-12%	9%	1	6%	-7%	-1%	0%
Cc1ccccc1NC(=O)Nc1nc2ccc(S(C)(=O)=O)cc2s1	7%	-4%	-14%	99%[activator]	-3	3%	-5%	11%	-4%
CCCCCC(=O)NN1C(=S)N(c2ccc(OC)cc2)C(=O)C1CC(=O)Nc1ccccc1 (stereo not drawn)	-5%	6%	-14%	23%	-11	?	0%	-7%	-10%
Cc1ccc(C(=O)c2sc3c(c2N)c(=O)[nH]c(=O)n3CCc2ccccc2)cc1	-13%	-10%	-4%	-7%	-12	-17%	-13%	-3%	-5%
CC1CC(C)CN(C(=O)COC(=O)c2cncc(Br)c2)C1 (stereo not drawn)	1%	-6%	4%	-19%	-6	/	/	2%	/
Cc1cccc(NC(=O)c2sc(-n3nc(C)c(CCC(C)C)c3C)nc2C)c1	-15%	-5%	-18%	1%	-13	1%	-5%	/	-3%
CC(C)c1cc(C(=O)Nc2sc3c(c2C#N)CCC3)no1	-17%	4%	-7%	-13%[58.9 µM]	7	13%	-21%	-5%	-4%
Cc1cc(C(=O)N/N=C/c2c(CO)cnc(C)c2O)c2ccccc2n1	-18%	-2%	-5%	30%	-2	0%	-10%	22%	1%
CC1CN(C(=O)c2ccc(NS(=O)(=O)c3ccc(F)c(F)c3)cc2)CC(C)O1 (stereo not drawn)	-6%	9%	-6%	12%	-9	/	/	-7%	/
O=C1CC(Nc2ccc(N3CCOCC3)cc2)C(=O)N1Cc1ccccc1 (stereo not drawn)	-5%	5%	-15%	-10%[58.9 µM]	2	?	-1%	-7%	-4%
CCN(C(N)=S)c1ccccc1	-5%	7%	4%	25%	-2	24%	-6%	-4%	5%
CN1CCN(c2nc(-c3ccccc3)c3cc(Cl)ccc3n2)CC1	-13%	-10%	-9%	-4%	22	14%	20%	4%	0%
Cc1cccc(CNC(=O)CCCN2C(=O)c3cccnc3Oc3ccccc32)c1	-12%	-2%	5%	21%	-20	0%	-11%	/	0%
Cn1c(CN2CCN(C(=O)c3ccco3)CC2)nc2cc([N+](=O)[O-])ccc21	-19%	-4%	-11%	-20%	-15	1%	-11%	-2%	-4%
CCCSc1nnc(NC(=O)CSc2sc3c(O)cc(=O)[nH]c3c2C#N)s1	3.2µM*	-26%	20µM*	8.9µM*	-26	20µM*	-20%	64%[activator][12.4 µM]	22µM*

(cont.)
SMILES	Pol eta inh	Tb PGK inh	Pol kappa inh	POLI inh	RXFP1 antag	POLB inh	Anesthetic bind	APEX1 inh	BLM inh
CCCN(CC(=O)Nc1ccccc1C)C(=O)/C=C/c1cccs1	-8%	-8%	-18%	-15%	-7	24%	-2%	20%	-13%
Clc1ccc(-n2cccc2)cn1	-6%	i	-14%	20%	15	?	-9%	0%	-6%
COc1cc(NC(=O)c2ccc(Cl)cc2)c(OC)cc1Cl	-9%	-8%	-6%	-12%	-14	3%	-7%	12%	-7%
O=C(C1CCCN(Cc2ccccc2[N+](=O)[O-])C1)N1CCCC1 (stereo not drawn)	-10%	i	2%	57%[activator]	0	11%	-7%	5%	5%
Cc1c(C(=O)N2CCCC2)c(S(=O)(=O)Nc2ccccc2Cl)c(C)n1C	-21%	-10%	-8%	48%[activator]	34	2%	-4%	8%	0%
CNC(=O)COc1ccc(C=O)cc1OC	-7%	-1%	-4%	4%	-1	22%	-5%	4%	-3%

Only part of the results is shown. The share of hits here may be higher or lower than overall.
